Screening results (PubChem BioAssay)
Shn3 3UTR inh – reduces Shn3 3'UTR luciferase signal in osteoblasts; inhibition, % at 12.5 µM; Clone20 osteoblast Shn3 3'UTR firefly luciferase, 24 h; 0.52% of 360,000 active; AID 588674;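 active = mean inhibition of at least 75% with every replicate also reaching 75%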;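 also: 0% = median of neutral control wells and 100% = pilot-screen positive control compound; some compounds past the cut are filed as inactive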
Peg3 prom inh – inhibitors of Peg3 promoter; HeLa PEG-Prom luciferase reporter, luminescence, overnight; 1.7% of 360,000 active; inhibition, % at 20 µM;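 active = inhibition of at least 50% at 20 µM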
TROY signal inh – blocks TROY-dependent signaling in reporter cells; Q293 LMP1-TROYcd NF-kB luciferase reporter, 4 h; inhibition, % at 10 µM; 0.98% of 360,000 active; AID 1347056;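 active = compounds whose plate-normalised and pattern-corrected inhibition of the luciferase reporter signal at the single screening dose is 50% or more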
HIF-2a inh – blocks HIF-2a reporter activity; 786-0 RCC cells HIF-2a reporter, luciferase luminescence, overnight; inhibition, % at 18.8 µM; 0.72% of 360,000 active;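 active = inhibition of the luminescence signal of 40% or more relative to plate controls, in a single-dose primary screen at 18.75 µM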
TWEAK Fn14 block – inhibitors of TWEAK-Fn14 interaction signaling | TWEAK-stimulated Fn14 reporter cells, luciferase luminescence, 8 h | inhibition, % at 10 µM | 2% of 360,000 active | AID 1159606; in the data active = inhibition above about 50%
MITF TRPM1 inh – MITF TRPM1 promoter inhibition in SK-MEL-5 cells. inhibition, % at 12.5 µM. AID 488899. 0.83% of 330,000 active. SK-MEL-5 TRPM1 promoter luciferase, 24 h;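 active = mean inhibition across replicates of 60% or more, whatever share of single replicates reaches that level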; also: values of inactives mirror those of a sister screen read the other way
NR2E3 ag-1 – activates human photoreceptor nuclear receptor NR2E3. GST-NR2E3/biotin-RetCOR TR-FRET, 1536-well. inhibition of corepressor binding, % at 4.78 µM. 0.12% of 320,000 active. AID 2300;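 active = percent inhibition above the cutoff of mean plus 3 SD of all tested compounds, set per screening campaign, cut at about 20% in these data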;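 also: 0% = DMSO wells and 100% = biotin wells as full block of FRET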
Target sequence (Q9Y5X4 whole entry, looked up): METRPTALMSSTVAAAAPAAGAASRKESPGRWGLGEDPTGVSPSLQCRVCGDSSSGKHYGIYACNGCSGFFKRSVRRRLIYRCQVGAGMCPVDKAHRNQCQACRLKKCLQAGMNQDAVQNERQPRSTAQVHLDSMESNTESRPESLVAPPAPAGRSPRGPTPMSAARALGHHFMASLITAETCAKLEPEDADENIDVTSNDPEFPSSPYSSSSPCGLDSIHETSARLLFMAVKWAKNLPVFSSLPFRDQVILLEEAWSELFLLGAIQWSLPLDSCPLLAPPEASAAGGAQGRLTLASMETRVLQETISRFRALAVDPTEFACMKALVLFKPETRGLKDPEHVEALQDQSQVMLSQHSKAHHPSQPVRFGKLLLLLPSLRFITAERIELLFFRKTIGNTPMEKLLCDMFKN
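system = GST-tagged NR2E3 plus biotinylated RetCOR corepressor | input = 1.35 nM GST-NR2E3 | also added = 7 nM biotin-RetCOR | schedule = 5 h incubation at 4 °C | measured by = TR-FRET with europium anti-GST and streptavidin-D2, 340 nm excitation | read-out = percent loss of FRET ratio relative to control wells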
CF NFkB block – blocks PAF-induced NF-kB reporter in cystic fibrosis cells | KKLEB NF-kB-GFP reporter, GFP fluorescence overnight | inhibition, % at 5 µM | 0.86% of 360,000 active;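 active = at least 50% inhibition at 5 µM, scaled per plate between neutral and stimulator controls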;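 also: PAF is a Pseudomonas aeruginosa culture filtrate used as stimulus; plate controls were PAF-stimulated DMSO wells for no effect and unstimulated DMSO wells for full effect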
NR2E3 ag-2 – agonists of human NR2E3 nuclear receptor. 0.35% of 360,000 active. CHO-S Gal4-NCOR/VP16-NR2E3 two-hybrid, luciferase. AID 602229. Q9Y5X4. inhibition of corepressor binding, % at 3.98 µM;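 active = inhibition above the mean of all tested compounds plus 3 SD, cut at about 70% in these data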;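 also: 0% = DMSO with NR2E3 transfected cells and 100% = cells lacking NR2E3 construct; higher means lower luciferase signal from less NR2E3 corepressor binding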
KKLEB cytotox – counter-screen for CF NF-kB inhibitors: cytotoxicity | KKLEB CF airway cells viability, ATPlite luminescence, overnight; active compounds read low; cells stimulated with P. aeruginosa culture filtrate | activity change (cytotoxicity), % at 5 µM | 0.36% of 360,000 active | AID 602141;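 active = corrected activity change at or below -50% at 5 µM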
C8 TRAIL sens – caspase-8 TRAIL sensitization | AID 624354 | 1% of 360,000 active | NB7+C8 cells + TRAIL, ATPlite viability luminescence | inhibition (viability loss, TRAIL sensitization), % at 10 µM;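 active = compounds causing at least 50% loss of cell viability in the single-dose screen, relative to plate controls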
The depositor's hits bear a star; nt = not tested or not shown. Some of the compounds tested (hit frequency here may not be typical).

SMILES | Shn3 3UTR inh | Peg3 prom inh | TROY signal inh | HIF-2a inh | TWEAK Fn14 block | MITF TRPM1 inh | NR2E3 ag-1 | CF NFkB block | NR2E3 ag-2 | KKLEB cytotox | C8 TRAIL sens
CC1=C(C(=O)OC(C)C)C(c2cncc(-c3ccc(F)cc3)c2)C(C#N)=C(N)O1 (configuration not stated) | 2 | 18 | 9 | 11 | -13 | 9 | -2 | 6 | -4 | 2 | 15
COCCCn1cc(CN2CC(N3CCN(C)CC3)CS2(=O)=O)nn1 (configuration not stated) | nt | nt | 3 | 17 | 8 | nt | nt | nt | -18 | nt | 32
Cc1[nH]c(-c2ccccn2)nc(=S)c1Cl | nt | 12 | 11 | 14 | -11 | -4 | -2 | -2 | 7 | 10 | 14
CC(NC(=O)c1ccccc1Cl)c1nnc(SCC(=O)Nc2ccc(C(=O)O)cc2)n1C (configuration not stated) | 3 | 14 | -7 | 5 | 7 | 9 | 3 | 12 | -21 | -9 | -6
COC(=O)CCC(=O)N1CCC(Oc2cccc(C(=O)NCc3ccccn3)c2)CC1 | 3 | 10 | 0 | 14 | 18 | nt | nt | -10 | 4 | -1 | -2
CC(C)(c1ccccc1)c1ccc(OCCN2CCOCC2)cc1 | 7 | 1 | 12 | 4 | 9 | 4 | 4 | -4 | 12 | -8 | 9
Cc1cc(C)cc(OCC(=O)Nc2ccc(CN3CCCCC3)cc2)c1 | -8 | 9 | -2 | 20 | -1 | -2 | -1 | 2 | -1 | -10 | -13
NC(=O)c1nsc(C(=O)N(CC(=O)NCc2ccccc2)c2cccc(F)c2)c1N | 3 | 18 | 5 | 9 | -6 | -2 | 3 | -14 | 13 | 4 | 1
COc1ccc(/C=N/NC(=O)c2cccc(C(F)(F)F)c2)cc1 | -6 | 18 | 10 | 24 | -6 | -4 | 2 | 6 | -44 | 14 | 14
C=CCn1c(SCC(=O)N2c3ccccc3Sc3ccccc32)nnc1-c1ccco1 | -8 | 1 | 5 | 3 | -5 | 0 | 3 | 2 | 0 | 2 | -21
COc1ccc(NC(=O)C2CCCN(S(C)(=O)=O)C2)cc1 (configuration not stated) | 0 | 10 | -16 | 10 | -12 | 0 | 4 | -11 | 6 | 0 | -6
Cn1cc(S(=O)(=O)N2CCCC2)cc1C(=O)N1CCN(c2ccccc2)CC1 | -1 | 14 | -6 | 10 | -5 | 1 | 2 | 8 | -33 | -8 | -3
N#CCCN(C(=O)Nc1ccc(Cl)c(Cl)c1)C1CCCCC1 | -4 | 20 | -10 | -18 | -6 | nt | nt | -10 | -1 | 11 | 8
Cc1ccc(OCCC(=O)N(Cc2ccccc2)c2c(N)n(Cc3ccccc3)c(=O)[nH]c2=O)cc1 | -2 | 19 | 1 | 23 | -4 | 3 | 3 | -9 | -2 | 0 | -7
COc1cc(CN2CCCC(CO)(Cc3ccccc3C)C2)cc2c1OCO2 (configuration not stated) | 46 | -2 | 10 | 21 | -9 | 7 | 1 | 6 | -38 | -4 | 3
N#Cc1cccc(CN2C=NS(=O)(=O)c3ccccc32)c1 | -2 | 9 | -6 | 11 | 0 | 14 | -2 | 1 | -14 | -6 | -15
COc1ccc(-c2csc(C(O)c3ccc(F)cc3)n2)cc1OC (configuration not stated) | -15 | -5 | -21 | -16 | -10 | nt | nt | 9 | -31 | 1 | -11
Cc1noc(C)c1CSCC(=O)Nc1ccc(S(C)(=O)=O)cc1 | -3 | -11 | 0 | -45 | -9 | 6 | -1 | 1 | -6 | -8 | -1
Cc1nc(N(C)C)c2sc(=S)n(C)c2n1 | -12 | 8 | -4 | -4 | 4 | -12 | -1 | -14 | -11 | -1 | 4
CCOc1ccc(S(=O)(=O)N2CCOCC2)cc1NC(=O)C1CCC1 | -16 | -4 | 8 | 5 | 10 | -10 | -2 | -4 | 11 | -5 | 6
c1ccc2c(-c3nc(C4CCCCC4)no3)cc(-c3ccncc3)nc2c1 | 7 | 7 | 27 | -11 | -38 | -13 | 2 | -11 | 3 | 2 | 3
CCOC(=O)C1=C(C)NC(=O)NC1C(C)C (configuration not stated) | 0 | 9 | -4 | 11 | 2 | -17 | 2 | -3 | 2 | 5 | -16
CS(=O)(=O)c1ccc2nc(NC(=O)Oc3ccccc3)sc2c1 | 6 | 5 | -20 | -8 | -22 | -3 | 0 | 2 | -17 | -16 | -6
O=C(c1ccc(CNS(=O)(=O)c2ccc(F)cc2)cc1)N1CCCCCC1 | -17 | -38 | 19 | -62 | -34 | nt | nt | 7 | -37 | 8 | 12
O=C1Nc2ccccc2N(O)N1c1ccc(Cl)cc1 | 2 | 0 | 0 | 21 | -10 | 11 | 1 | 8 | -23 | 2 | 3
COc1ccccc1S(=O)(=O)N(C)C[C@H]1Oc2cc(C#CCC3CCCC3)ccc2S(=O)(=O)N([C@H](C)CO)C[C@H]1C | 20 | 19 | -3 | 7 | 5 | nt | nt | 5 | 16 | -11 | 4
COc1ccc2c(c1)CC/C2=N\OC(=O)c1ccccc1C | -94 | -393 | -24 | -221 | -38 | -112 | -2 | 5 | 13 | -5 | 40
COc1cccc(NC(=O)Cn2c3ccc(F)cc3c3nc4n(c(=O)c32)CCS4)c1 | 5 | 10 | 9 | 7 | 7 | 8 | 3 | 6 | 0 | 7 | 0
N#CC(C#N)=C1C=CC=CN1/C(=C\c1ccco1)C(=O)c1ccccc1 | 96* | 99* | 69* | 91* | 76* | 104* | 3 | 96* | 38 | -35 | 13
COc1ccc(C(=O)Oc2cc(C)[nH]c(=O)c2[N+](=O)[O-])cc1 | -24 | 3 | 3 | 11 | -27 | nt | -2 | -39 | -5 | 20 | 2
COc1ccc(-c2nc(CS(=O)(=O)CC(=O)NCCc3cc(OC)ccc3OC)c(C)o2)cc1 | 16 | 2 | 2 | 8 | 5 | 2 | 0 | 0 | 9 | 15 | -6
O=C(COC(=O)CNC(=O)c1ccc(Cl)cc1Cl)NCc1ccco1 | -1 | -6 | -1 | 5 | 6 | 3 | 2 | -2 | -30 | -3 | 17
CCC12CCC3c4ccc(O)cc4CCC3C1CC(O)C2O (configuration not stated) | -21 | 9 | -5 | 4 | -21 | 10 | nt | 0 | 19 | -20 | -8
Cc1cc(C)nc(SCc2ccc(C(=O)NNC(=O)Nc3cccc(Cl)c3)cc2)n1 | 17 | 75* | 48 | 90* | 43 | 9 | 0 | 40 | -12 | -8 | 15
COC(=O)N=Nc1c(O)[nH]c2ccc(Br)cc12 | -5 | -2 | 2 | -19 | -24 | 10 | -5 | -53 | -31 | 20 | -30
CC1CN(C(=S)NC(=O)c2ccc(Cl)cc2)CC(C)O1 (configuration not stated) | 7 | -1 | -5 | -58 | -5 | -8 | 1 | 7 | 13 | 8 | 14
CCCCCCCC(=O)N/N=C/c1ccc(Br)cc1 | 6 | 8 | -48 | -3 | -11 | -1 | 0 | -7 | -18 | 13 | 0
O=C(NCc1cccnc1)C(=O)Nc1ccc2c(c1)OCO2 | -3 | -43 | -24 | -64 | 9 | -17 | 0 | 4 | -30 | 8 | 4
NC(=NCCc1ccc(Cl)cc1)NS(=O)(=O)c1ccc(F)cc1 | 14 | 5 | 5 | 16 | 21 | -11 | -1 | 28 | -13 | -14 | -3
COc1ccc(C(=O)N=C2CCC(C#N)=C3c4cc(OC)c(OC)cc4CCN23)cc1 | 9 | 51* | 6 | 17 | -23 | 16 | 2 | 21 | 0 | -10 | -4
O=C1CS/C(=N\C(=O)N2c3ccccc3Sc3ccccc32)N1 | -8 | 4 | -11 | -11 | 2 | 1 | -2 | -2 | -16 | 18 | -5
COc1ccc(N2C[C@H](Cc3ccccc3)[C@@H](CC(=O)Nc3ccccc3)C2=O)cc1 | -21 | -4 | -10 | -12 | 23 | nt | nt | 0 | -15 | 0 | 7
COCCn1c(SCC(=O)Nc2ccccc2)nc2c(oc3ccccc32)c1=O | -14 | 4 | -5 | 16 | -2 | 17 | 1 | 0 | -9 | -5 | -7
CCN(CC(=O)Nc1c(F)cccc1F)C(=O)CNC(=O)c1ccco1 | -4 | -2 | -10 | 5 | 11 | 7 | 1 | 3 | -9 | 20 | -16
Cc1ccc(C(=O)NNC(=O)c2ccc(NC(=O)C(C)(C)C)cc2)cc1 | -6 | 0 | 11 | -28 | 14 | -11 | 4 | -2 | -12 | -7 | -8
NCCSc1c(-c2ccccc2)[nH]c2ccccc12 | -7 | -9 | 1 | 13 | 7 | nt | -1 | 22 | 35 | -10 | -3
CC(=O)c1cccc(NC(=O)CSc2nc(=O)n(CCN3CCOCC3)c3c2CCCC3)c1 | -17 | 16 | 5 | 7 | -15 | -9 | -2 | 0 | -11 | -11 | -3
Cc1onc(-c2ccccc2Cl)c1C(=O)Nc1cccc(-c2nc3ncccn3c2C)c1 | 28 | 8 | 1 | 10 | 16 | -10 | 2 | -9 | 8 | 6 | -4
COc1ccc2nc(C)cc(NCc3ccc(F)cc3)c2c1 | 38 | 13 | 1 | 21 | -14 | -15 | 2 | -54 | -13 | -3 | 13
CCc1ccc(N2C(=O)CC(NNc3nc4ccccc4s3)C2=O)cc1 (configuration not stated) | -6 | 9 | -12 | 22 | -21 | -5 | -5 | -20 | -9 | 11 | -4

(further entries)
SMILES | Shn3 3UTR inh | Peg3 prom inh | TROY signal inh | HIF-2a inh | TWEAK Fn14 block | MITF TRPM1 inh | NR2E3 ag-1 | CF NFkB block | NR2E3 ag-2 | KKLEB cytotox | C8 TRAIL sens
NNC(=O)c1ccccc1OCc1ccccc1 | -6 | 6 | -9 | 17 | 1 | 1 | -2 | 12 | -42 | -5 | -19
Cc1cc(C)nc(SCCC(=O)Nc2ccccc2)n1 | -19 | 6 | 2 | -8 | -7 | -12 | -2 | -2 | 2 | 0 | -30
COc1ccc2oc(C(=O)NNC(=O)c3ccc(F)cc3)c(C)c2c1 | -36 | -182 | -39 | -180 | -17 | -40 | -2 | -36 | -50 | 12 | 9
Cc1csc(CN(C)C(=O)CC2C(=O)NCCN2Cc2ccccc2C)n1 (configuration not stated) | 2 | 7 | -13 | 10 | -6 | nt | nt | -11 | 2 | 0 | -23
O=C1CCCN1C(=O)CCC(=O)N1CCCC1=O | 5 | 7 | -25 | 9 | -2 | 5 | -2 | 3 | -9 | 0 | -11
COc1ccc(CNc2nc3ccc(C)cc3s2)c(OC)c1OC | -33 | -25 | -19 | -78 | -14 | 3 | -2 | -2 | -24 | 8 | -3
CCOC(=O)c1c(C)[nH]c(C)c1C(=O)COC(=O)C1CCCN1S(=O)(=O)c1ccccc1F (configuration not stated) | -12 | 14 | -5 | 14 | -13 | 4 | 0 | 4 | -12 | -1 | 30
COc1cc(C(=O)NCC(=O)Nc2c(C)cccc2C)ccc1OCC(=O)N1CCOCC1 | 74 | 23 | 4 | 12 | -5 | -9 | nt | -26 | 9 | 6 | -12
CCc1c(C)nc2[nH]nc(-c3ccccc3C)n2c1=O | -9 | -5 | -26 | -27 | 6 | -9 | 1 | -16 | -33 | 17 | 2
